# POLK inh: inhibitors of human DNA polymerase kappa | Potency, µM (highest dose often 107 µM), for inactives: at the top dose activity, negative = inhibition, actives largely listed as inhibitors | 400,000 tested, 0.53% active | Q9UBT6 | purified Pol kappa, fluorescent DNA synthesis assay, 10 min; also: potency is read from the fitted curve at half-maximal effect; % is scaled to controls: 0 for no effect and ±100 for the full control effect
#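 Kinetic fluorescence readout at 0 and 10 min followed reaction start with substrate at 50 nM final. Beforehand, enzyme (10 nM Pol kappa) stood 15 min with compound at room temperature; buffer-only wells were negative controls.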
# Pol eta inh: DNA polymerase eta (human) inhibition; Q9Y253; recombinant Pol eta, fluorescent DNA replication assay; Potency, µM (titrated, usually from 114 µM), for inactives: top-dose activity change, negative = inhibition, hits mostly inhibitors; 390,000 tested, 1.2% active; AID 588591; also: potency is read from the fitted curve at half-maximal effect; % is scaled to controls: 0 for no effect and ±100 for the full control effect
#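 Pol eta at 10 nM preincubated with compounds 15 min at room temperature; reaction started with fluorescent substrate (50 nM final) and read kinetically at 0 and 10 min.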
# RGS4 inhibitor: inhibitors of human regulator of G protein signaling 4. P49798. Transcreener GDP fluorescence polarization, RGS4-accelerated GTP hydrolysis. Potency, µM (titrated, usually from 114 µM), without a hit: top-dose activity change, negative = inhibition, most hits filed as inhibitors. 390,000 tested, 0.039% active. AID 504845; also: potency is read from the fitted curve at half-maximal effect; % is scaled to controls: 0 for no effect and ±100 for the full control effect; nearly all actives have a fitted effect of over 75% in size; some results filed as inactive show a strong effect at the top dose
#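 MLSMR compounds (23 nl, pin-transferred) preincubated 10 min at room temperature with a 500nM (2x) first reagent, then RGS4 at 900nM (2x) plus Transcreener GDP mix added; fluorescence polarization (620/688 nm) read before and after 90 min at 30 °C.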
# 12-LOX inh: inhibitors of human 12S-lipoxygenase ALOX12; P18054; purified 12hLO, xylenol orange hydroperoxide absorbance; Potency, µM (titrated, usually from 108 µM), for inactives: at the highest dose activity change, negative = inhibition, actives largely listed as inhibitors; 580,000 tested, 1.1% active; also: potency is read from the fitted curve at half-maximal effect; % is scaled to controls: 0 for no effect and ±100 for the full control effect
#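 Purified human 12hLO at 150 nM in 25 mM Hepes, 0.01% Triton X-100, pH 7.0, preincubated 15 min at room temperature with compound. Reaction started with 40 uM arachidonic acid, 30 min at room temperature. Hydroperoxide measured by Fe-xylenol orange, 573/405 nm absorbance ratio.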
# LDHA block: LDHA (human) enzyme inhibition | P00338 | purified LDHA, NADH/diaphorase-resazurin fluorescence; active compounds read low | activity change, % (values are at about 110 or 230 µM) | 480,000 tested, 0.15% active; in the data active = activity change below about -30%; inconclusive = mostly about -25% to -30%;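 also: plate controls were DMSO wells for no effect and wells without enzyme for full effect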
#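 Remaining NADH was detected by diaphorase (0.133 mg/mL) converting 37 µM resazurin to fluorescent resorufin, read at 0 and 20 minutes. The preceding 5-minute room-temperature reaction used 2 nM LDHA, 0.2 mM sodium pyruvate and 0.06 mM NADH at pH 7.4.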
# POLB inh: inhibitors of human DNA polymerase beta. P06746. Pol beta primer extension/strand displacement, fluorescence kinetic. Potency, µM (doses to about 114 µM), for inactives: top-dose activity change, negative = inhibition, hits mostly inhibitors. 340,000 tested, 1.3% active; also: potency is read from the fitted curve at half-maximal effect; % is scaled to controls: 0 for no effect and ±100 for the full control effect
#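 Preincubation: enzyme (10 nM) with compound, 15 min, RT. Reaction: substrate added to 50 nM final. Reads: 0 and 10 min. Analysis: normalized, Hill fit.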
# ERG-DNA inh: ERG Ets/DNA interaction inhibition | P11308 | fluorescence polarization, His-ERG Ets domain / labelled DNA | Potency, µM (titrated, usually from 76.9 µM), for the others: at the highest dose FP activity, negative = inhibition, usual class: inhibitors | 370,000 tested, 0.028% active; active = well fitted inhibition curve with a large enough effect in the polarisation, with a control signal flat; inconclusive = small, poorly fitted or top-dose-only effect, or effect the other way, or a change in a side signal; inactive = no such curve, though single readings can be large or run the other way; the % refers to the polarisation;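 also: polarization taken with two DNA probes labelled with fluorescein and Texas red; potency is read from the fitted curve at half-maximal effect; % of control where 0% means no effect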
# Target sequence (P11308 whole entry, looked up, the tested form may be a part): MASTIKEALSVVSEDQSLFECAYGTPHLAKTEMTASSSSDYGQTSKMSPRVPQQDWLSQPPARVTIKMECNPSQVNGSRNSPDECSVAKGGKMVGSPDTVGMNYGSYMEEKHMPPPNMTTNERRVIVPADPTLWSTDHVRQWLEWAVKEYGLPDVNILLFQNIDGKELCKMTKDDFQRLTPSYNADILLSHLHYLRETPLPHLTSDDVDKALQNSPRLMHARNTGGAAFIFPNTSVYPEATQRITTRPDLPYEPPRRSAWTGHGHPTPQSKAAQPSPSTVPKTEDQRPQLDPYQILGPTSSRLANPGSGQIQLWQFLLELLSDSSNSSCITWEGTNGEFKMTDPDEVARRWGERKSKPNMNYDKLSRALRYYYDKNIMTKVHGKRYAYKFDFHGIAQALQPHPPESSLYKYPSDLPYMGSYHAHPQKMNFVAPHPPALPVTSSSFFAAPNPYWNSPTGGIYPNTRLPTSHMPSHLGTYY
#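 His-tagged ERG Ets domain (1 uM in the protein solution; 300mM KCl, 50mM Tris-HCl, 1mM EDTA, 1mM DTT, pH 7.5) received compound, then a probe mix of 5 nM fluorescein-DNA and 100nM Texas-615-DNA. Fluorescence polarization was read for both dyes.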
# Apoferritin bind: binds horse apoferritin like a general anesthetic. P02791. AID 485281. 350,000 tested, 0.074% active. Potency, µM (series often up to 77.5 µM), inactives show at the top dose activity change, negative = displacement, actives largely listed as inhibitors. apoferritin/1-aminoanthracene competitive binding, fluorescence; also: potency is read from the fitted curve at half-maximal effect; % is scaled to controls: 0 for no effect and ±100 for the full control effect; nearly all actives have a fitted effect of over 20% in size
# Target sequence (P02791 2-175 limits assumed): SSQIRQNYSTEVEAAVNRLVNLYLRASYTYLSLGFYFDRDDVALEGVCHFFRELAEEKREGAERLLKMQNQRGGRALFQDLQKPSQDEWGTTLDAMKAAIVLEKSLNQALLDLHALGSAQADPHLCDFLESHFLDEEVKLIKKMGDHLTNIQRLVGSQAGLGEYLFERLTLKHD
#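 Horse-spleen apoferritin (10 uM) was mixed with 50% saturated 1-aminoanthracene in PBS, exposed to compounds for 10 min at room temperature, and read for fluorescence (ex 380 nm, em 535 nm). Competitive displacement was fitted with a four-parameter Hill equation.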
# APE1 inh: inhibitors of human APE1 endonuclease; recombinant APE1, TAMRA/BHQ-2 abasic DNA cleavage fluorescence; Potency, µM (titrated, usually from 65.8 µM), inactives show at the highest dose activity change, negative = inhibition, most hits filed as inhibitors; 350,000 tested, 0.35% active;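 also: potency is read from the fitted curve at half-maximal effect; plate controls were vehicle for no effect and reference inhibitor for full effect; nearly all actives have a fitted effect of over 55% in size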
# Target sequence (P27695 whole entry, looked up): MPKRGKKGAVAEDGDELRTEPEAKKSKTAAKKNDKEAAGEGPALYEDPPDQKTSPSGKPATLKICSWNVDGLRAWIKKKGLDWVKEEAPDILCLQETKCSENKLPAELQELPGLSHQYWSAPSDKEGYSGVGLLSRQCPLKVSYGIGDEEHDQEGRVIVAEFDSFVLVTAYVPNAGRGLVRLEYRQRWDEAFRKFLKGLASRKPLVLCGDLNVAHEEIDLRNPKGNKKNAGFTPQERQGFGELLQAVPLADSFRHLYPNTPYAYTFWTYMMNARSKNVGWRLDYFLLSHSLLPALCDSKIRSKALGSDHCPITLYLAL
#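 Endonuclease cleavage of a quenched abasic-site DNA duplex (50 nM) by APE1 (0.75 nM) was tracked by TAMRA dequenching. Compounds were preincubated with enzyme 15 min at room temperature; data normalized to buffer-only and DMSO wells plus NSC13755 control.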
# * = called active by the depositor; ? = inconclusive; . = not tested or not shown; & = joins results of further samples; [ ] = dose if it differs, or a comment. Unless noted, calls follow the shape of the dose curve; as a rule, active = well fitted curve in the direction sought with a large enough effect; inconclusive = small, poorly fitted or top-dose-only effect, or another doubt; inactive = no such curve, though single readings can be large; an effect the other way counts as inactive or inconclusive. An excerpt. The share of hits here may be higher or lower than overall.
# Each structure is followed by: POLK inh | Pol eta inh | RGS4 inhibitor | 12-LOX inh | LDHA block | POLB inh | ERG-DNA inh | Apoferritin bind | APE1 inh
CSc1nc2nccc(-c3ccc4c(c3)OCO4)n2n1
→ 4% | -13% | -26% | 23% | 6 | 0% | 6% | 4% | -3%
O=C(/C=C/c1ccc(Cl)cc1Cl)N1CCN(c2ccc([N+](=O)[O-])c(N3CCOCC3)c2)CC1
→ 0% | -8% | -15% | 3% | -6 | 10% | . | 1% | 3%
O=C(CC1COc2ccccc2O1)NCc1ccccc1 (centres undefined)
→ -1% | -11% | 10% | 17% | -7 | ? | -5% | -1% | 4%
CC(C)C(c1nnnn1C1CCCCC1)N1CCc2ccccc21 (centres undefined)
→ -21% | 2% | 15% | -22% | 6 | 31% | 7% | -15% | -2%
COC(=O)c1c(C)[nH]c(O)c1C=Nc1ccc(Oc2ccccc2)cc1
→ -6% | -7% | 17% | -15% | -23 | -11% | 1% | -9% | -7%
COc1ccc(C(=O)Nc2nc3c(s2)CCc2cc(OC)ccc2-3)cc1
→ -5% | . | ? | ? | 25 | -25% | 0% | 85%[activator] | .
CSc1ccccc1COC(=O)Nc1ccccc1C
→ -6% | -16% | -2% | 6% | -3 | 2% | 2% | ? | -5%
COc1ccc(-c2[nH]ncc2/C=N/NC(=O)c2cc(Br)ccc2O)c(OC)c1
→ -7% | -6% | ? | -17% | -3 | 16% | -7% | -12% | 2%
Cc1ccc(Cl)cc1N1CCN(Cc2nc3c(c(=O)[nH]c(=O)n3C)n2CCc2ccccc2)CC1
→ -17% | -2% | -7% | 124%[activator] | -2 | 19% | -7% | 5% | -4%
COc1ccc(C(=O)OCC(=O)Nc2cc(C)c(C)cc2[N+](=O)[O-])cc1
→ -2% | -2% | 11% | -6% | -10 | 1% | 6% | 3% | 2%
COc1ccc(-c2noc(CSc3nnc(C)n3-c3ccc(C)c(C)c3)n2)c(OC)c1
→ 3% | -2% | -2% | ? | -12 | 25% | -3% | -16% | .
Cc1ccc(CN(Cc2ccco2)C(=O)c2ccccc2Br)o1
→ -5% | -10% | 15% | -2% | -8 | 43% | -1% | 8% | .
COc1ccc(C(C(=O)Nc2ccc(F)cc2)N(C(=O)Cn2nnc3ccccc32)C2CC2)cc1 (centres undefined)
→ -3% | -6% | 22% | -16% | -14 | 13% | . | -16% | -8%
COc1ccn(C2CCCCO2)c(=O)n1 (centres undefined)
→ 9% | 0% | -3% | -5% | -9 | . | -12% | . | .
COc1ccccc1NC(=O)c1c(-c2ccc(C)cc2)nnc2ccccc12
→ 1% | 12% | 16% | -10% | 0 | 25% | -2% | ? | .
CN(C)CCN1C(=O)C(=O)/C(=C(/O)c2ccc(S(=O)(=O)N3CCOCC3)cc2)C1c1ccc(F)cc1 (centres undefined)
→ 0% | -15% | 7% | -13% | 1 | 55% | 2% | -4% | 12%
CCOc1cccc(N2C(=O)CC(N(CCc3ccc(OC)c(OC)c3)C(=O)CC)C2=O)c1 (centres undefined)
→ -6% | -20% | -42% | ? | 0 | ? | -1% | -9%&-10% | 3%&-5%
CCn1nc(C)c(CNC(=O)CC2C(=O)NCCN2CC(C)(C)C)c1C (centres undefined)
→ 5% | -19% | -11% | -4% | -2 | 47% | 14% | -3% | 4%
Cc1[nH]c2ccccc2c1/C=N/Nc1ccccn1
→ . | . | . | -8% | . | -23% | . | -19% | -1%
COC(=O)[C@]1(C)N[C@H](CN(C)S(=O)(=O)c2ccc(OC(F)(F)F)cc2)[C@@H]2C(=O)N(Cc3ccccc3)C(=O)[C@@H]21
→ 13% | -18% | -2% | ? | -2 | . | -3% | . | 41%

# Structural class: the entries above containing bromine (two)
# Each structure is followed by: POLK inh | Pol eta inh | RGS4 inhibitor | 12-LOX inh | LDHA block | POLB inh | ERG-DNA inh | Apoferritin bind | APE1 inh
COc1ccc(-c2[nH]ncc2/C=N/NC(=O)c2cc(Br)ccc2O)c(OC)c1
→ -7% | -6% | ? | -17% | -3 | 16% | -7% | -12% | 2%
Cc1ccc(CN(Cc2ccco2)C(=O)c2ccccc2Br)o1
→ -5% | -10% | 15% | -2% | -8 | 43% | -1% | 8% | .

# Next structures.
# Each structure is followed by: POLK inh | Pol eta inh | RGS4 inhibitor | 12-LOX inh | LDHA block | POLB inh | ERG-DNA inh | Apoferritin bind | APE1 inh
CC(=O)c1cccc(OCc2cc(C(=O)N(C)C(C)c3ccccn3)no2)c1 (centres undefined)
→ -11% | -4% | -6% | 3% | -6 | 16% | -4% | -21% | -2%
O=C(Nc1ccc(NC(=O)C2CC2)nc1)c1ccccn1
→ 0% | 7% | -35% | ? | -3 | 2% | -3% | -8% | 2%
CCCOc1ccccc1-n1sc2c(c1=S)-c1cc(OC)cc3c1N(C(=O)C3=O)C2(C)C
→ -12% | -9% | -51% | ? | -1 | -4% | -13% | ? | 1%
Cc1ccccc1OCC(=O)Nc1cccc(C(=O)O)c1
→ 2% | -18% | 11% | -14% | -15 | 28% | 2% | -4% | 3%
COC(=O)c1sccc1NC(=O)CN1CCN(c2ccc(F)cc2)CC1
→ -5% | -19% | 1% | -21% | -2 | -5% | 3% | -5% | -5%
CCN(C(=O)COC(=O)C(c1ccccc1)c1ccccc1)c1c(N)n(Cc2ccccc2)c(=O)[nH]c1=O
→ 6% | -16% | -3% | -25% | -6 | . | -4% | . | .
COc1cccc(C(=O)COC(=O)CCC(=O)c2ccccc2)c1
→ 0% | 2% | -1% | 3% | -5 | 41% | -3% | ? | 11%
Cc1ccc(NC(=O)C2CC(=O)N(c3ccc4c5c(cccc35)CC4)C2)cc1 (centres undefined)
→ -8% | ? | -53% | -17% | -5 | -15% | 6% | ? | -5%
CCOc1ccccc1-n1nnc(S(=O)(=O)c2ccc(C)cc2)c1N
→ 3% | -15% | -7% | -4% | -3 | 20% | -7% | -14% | .
O=C(NCCc1c[nH]c2ccccc12)c1cccc(Br)c1
→ 6% | ? | -2% | . | 4 | 2% | 12% | -8% | 57%[activator]
COc1ccc(-c2cc3nc4ccccc4n3c(N)c2C#N)cc1
→ -6% | -10% | 4%[11.4 µM] | -8% | -6 | 4µM* | -3% | 37%[activator] | -4%
Cc1oc2c(CN3CCOCC3)c(O)ccc2c(=O)c1-c1ccc(Cl)cc1
→ -2% | -13% | 1%[56.9 µM] | 3% | -2 | 4% | -3% | -1% | -10%
COc1ccc(-c2ccc3c(c2)S(=O)(=O)c2cccc(C(=O)NCCOc4ccccc4Cl)c2C3=O)cc1OC
→ -11% | ? | 12% | -11% | -6 | . | -13% | . | -22%
O=C(c1ccccc1)C(Nc1ccccn1)c1ccccc1 (centres undefined)
→ -12% | 0% | 23% | -5% | -5 | 24% | -4% | -13% | 1%
c1ccc(CN2CCCC3(CCCN(Cc4nc(CC5CC5)no4)C3)C2)cc1 (centres undefined)
→ -19% | -2% | 14% | 2% | -5 | -20% | -4% | -9% | -2%
CS(=O)(=O)N1CCC(NC(=O)Nc2ccc(OC(F)(F)F)cc2)CC1
→ -17% | -4% | -6% | 3% | -11 | . | -2% | . | 6%
O=C(COC(=O)C1=COCCO1)Nc1ccc(F)cc1
→ -11% | -7% | -14% | -8% | -14 | . | 3% | . | 6%
CC(C)(C)NC(=O)CN(C(=O)C1CSC(=O)C1)c1ccccc1F (centres undefined)
→ 3% | -9% | -8% | 1% | -13 | ? | -5% | -7% | -11%
CC1(C)Cc2nc3n[nH]c(N)c3cc2CO1
→ -8% | -9% | 12% | 10% | -3 | ? | 0% | 3% | 14%
CC(OC(=O)c1cccs1)C(=O)NCC1CCCO1 (centres undefined)
→ -6% | 7% | 20% | 4% | -8 | 28% | 5% | 5% | -1%

# Arranged by value in ERG-DNA inh (rising): some entries from above
canonical_smiles | POLK inh | Pol eta inh | RGS4 inhibitor | 12-LOX inh | LDHA block | ERG-DNA inh | Apoferritin bind
CC(C)(C)NC(=O)CN(C(=O)C1CSC(=O)C1)c1ccccc1F (centres undefined) | 3% | -9% | -8% | 1% | -13 | -5% | -7%
COc1cccc(C(=O)COC(=O)CCC(=O)c2ccccc2)c1 | 0% | 2% | -1% | 3% | -5 | -3% | ?
CS(=O)(=O)N1CCC(NC(=O)Nc2ccc(OC(F)(F)F)cc2)CC1 | -17% | -4% | -6% | 3% | -11 | -2% | .
O=C(COC(=O)C1=COCCO1)Nc1ccc(F)cc1 | -11% | -7% | -14% | -8% | -14 | 3% | .

# The results go on:
# Each structure is followed by: POLK inh | Pol eta inh | RGS4 inhibitor | 12-LOX inh | LDHA block | POLB inh | ERG-DNA inh | Apoferritin bind | APE1 inh
CCc1ccc(C(=O)NC(CC(C)C)C(=O)O)cc1 (centres undefined)
→ -3% | -12% | 1% | -12% | -1 | 15% | -13% | -14% | 20%
COc1ccc(CC(=O)Nc2cc(S(=O)(=O)N3CCCC3)ccc2Cl)c(OC)c1
→ -20% | -15% | 10% | 5% | -4 | . | -11% | . | 5%
O=C1CN(C(=O)c2ccc(Cl)cc2Cl)C(c2ccc(F)cc2)c2cc(F)ccc2N1 (centres undefined)
→ -9% | -17% | 12% | -3% | -1 | 1% | -15% | -9% | .
Cn1c(N)c(C(=O)COC(=O)Cn2cc(C(F)(F)F)ccc2=O)c(=O)n(C)c1=O
→ -3% | -9% | -6% | 164%[activator] | -5 | 2% | 0% | -11% | -2%
